Screening results from PubChem BioAssay.
TRPC4 agonist – opens the mouse TRPC4 cation channel; Q9QUQ5; HEK293 TRPC4beta/mu-opioid, Fluo4 calcium fluorescence; active compounds read high; B-score at 10 µM; 310,000 tested, 0.49% active; AID 2237;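 active means B-score above 5 SD of library B-scores, and initial fluorescence ratio not above library mean plus 5 SD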;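 further: positive B-score marks a calcium rise read as TRPC4 activation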
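Test system: HEK293 cells stably co-expressing mouse TRPC4beta and mu-opioid receptor | Schedule: Fluo4 dye loading 45 min at room temperature, 110 s recording | Measured by: Kinetic Fluo4 calcium fluorescence, 5 s baseline at 1 Hz | Evaluation: B score of integrated ratio | Controls: Buffer (low) and maximal DAMGO (high)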
TRPC6 activator – mouse TRPC6 channel activation. Q61143. HEK293-TRPC6 membrane potential dye fluorescence; active compounds read high. B-score at 10 µM. 310,000 tested, 0.13% active;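 active means B-score of the integrated fluorescence ratio above library mean plus 3 SD, and starting fluorescence ratio within library mean plus 5 SD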;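 further: higher score means more depolarization so channel activation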
MrgX1 antagonist – human MrgX1 receptor antagonism, primary screen | MRGX1-HEK293 calcium flux, Fluo-4, BAM8-22 antagonism; active compounds read low | 310,000 tested, 1.3% active | B-score at 10 µM | AID 588676;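 active means calcium-response B-score plate-corrected more than 3 library SD below zero, starting fluorescence within 5 deviations, no agonist response on first addition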;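 further: peak minus trough fluorescence over baseline after final BAM8-22 challenge near maximal dose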
MrgX1 agonist – agonists of human MrgX1 receptor; Q96LB2; 310,000 tested, 0.44% active; B-score at 10 µM; MrgX1-HEK293 cells, Fluo-4 calcium fluorescence, agonist mode; active compounds read high;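 active means calcium response B-score plate-corrected fluorescence ratio at least 3 library SD, with starting fluorescence B-score inside 5 SD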
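Assay system: MrgX1-expressing HEK293 cells / Amount: fifteen thousand cells per well / Doses: test compound in the initial addition of three / Timing: cells plated overnight, dye loaded 0.5 h 37 °C, 0.5 h room temperature / Technique: kinetic calcium dye fluorescence, Fluo-4 NW / Control set: positive and negative controls per plate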
TMEM16A inh – mouse TMEM16A channel inhibition, primary screen; HEK293 TMEM16A/YFP iodide influx fluorescence, ionomycin; normalized B-score (activity score, 25-100; higher = stronger inhibition) at 10 µM; Q8BHY3; AID 588511; 310,000 tested, 1.2% active;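 active means ratio plate-corrected score three or more library SD toward inhibition, starting fluorescence score within five deviations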;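 further: score derived from kinetic fluorescence span divided by baseline fluorescence per well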
Target sequence (Q8BHY3 whole entry, looked up): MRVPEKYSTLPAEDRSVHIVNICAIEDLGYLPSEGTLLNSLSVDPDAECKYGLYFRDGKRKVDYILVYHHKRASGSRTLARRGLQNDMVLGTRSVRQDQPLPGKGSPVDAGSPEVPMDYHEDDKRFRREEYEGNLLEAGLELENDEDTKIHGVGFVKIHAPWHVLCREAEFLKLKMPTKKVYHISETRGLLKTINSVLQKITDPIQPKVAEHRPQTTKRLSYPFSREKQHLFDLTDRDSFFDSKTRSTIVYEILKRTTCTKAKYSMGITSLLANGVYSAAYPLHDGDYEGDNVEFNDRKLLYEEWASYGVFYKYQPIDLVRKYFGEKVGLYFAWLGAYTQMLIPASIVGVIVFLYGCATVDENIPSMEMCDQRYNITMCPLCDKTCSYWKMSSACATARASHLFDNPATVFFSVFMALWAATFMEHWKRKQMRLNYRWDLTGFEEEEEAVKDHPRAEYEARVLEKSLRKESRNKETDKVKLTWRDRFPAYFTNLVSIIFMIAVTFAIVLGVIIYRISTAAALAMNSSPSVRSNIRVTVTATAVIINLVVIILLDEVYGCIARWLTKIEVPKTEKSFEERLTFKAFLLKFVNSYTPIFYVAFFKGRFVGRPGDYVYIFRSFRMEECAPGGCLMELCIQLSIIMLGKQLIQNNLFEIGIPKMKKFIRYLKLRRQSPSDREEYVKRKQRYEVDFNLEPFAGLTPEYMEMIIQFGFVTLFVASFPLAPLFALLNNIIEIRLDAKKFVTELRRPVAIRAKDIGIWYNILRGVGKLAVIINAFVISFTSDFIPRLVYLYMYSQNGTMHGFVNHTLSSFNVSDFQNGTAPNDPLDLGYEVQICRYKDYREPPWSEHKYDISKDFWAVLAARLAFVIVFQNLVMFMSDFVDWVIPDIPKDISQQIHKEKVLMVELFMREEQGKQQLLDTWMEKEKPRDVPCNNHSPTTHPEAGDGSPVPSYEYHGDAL
SKKanGAS inh – inhibitors of SKKanGAS S. pyogenes growth in kanamycin (SK-promoter or general growth effect); BacTiter-Glo, 6 h; inhibition, % at 7.5 µM; 300,000 tested, 1.3% active;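 active means mean replicate score, as percent of positive control median, at least 50; inconclusive means mean below 50 but one replicate at or above 50; inactive means mean and every replicate below 50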;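 further: strain carries kanamycin resistance gene driven by streptokinase promoter and grows in 40 µg/ml kanamycin; loss of luminescence reflects streptokinase promoter inhibition or plain growth inhibition; 0% = median of DMSO wells and 100% = positive control at its reference dose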
TRPC4 block – TRPC4 (mouse) channel inhibition. B-score at 10 µM. Q9QUQ5. 300,000 tested, 0.39% active. AID 2247. HEK293 TRPC4beta/mu-opioid, DAMGO-evoked Fluo4 calcium flux; active compounds read low;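 active means B-score over 3 SD under the library average, no early fluorescence shift, positive overall ratio signal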
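System: stable TRPC4beta/mu-opioid receptor HEK293 cells; Dosing: single-point compound dosing; Measured by: Fluo4 Ca2+ flux fluorescence; Read-out basis: per-well B score of integrated baseline-normalized Fluo4 ratio.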
TRPC4 potent – allosterically enhances the mouse TRPC4 cation channel; HEK293 TRPC4beta/mu-opioid, DAMGO EC20, Fluo-4 Ca2+ flux; active compounds read high; B-score at 10 µM; 310,000 tested, 0.42% active; AID 2227;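 active means B-score of calcium response area above 5 SD of library B-scores, with initial fluorescence ratio within 5 SD of library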;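 further: B-score of integrated fluorescence ratio over time as area under calcium response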
TRPC6 inh – inhibitors of mouse TRPC6 channel | HEK293-TRPC6, membrane potential dye, ACh-evoked depolarization; active compounds read low | B-score at 10 µM | 310,000 tested, 1.1% active | AID 2553;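 active means B-score under library mean minus 3 SD, initial fluorescence not abnormally high, positive integrated signal ratio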;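 further: B-score derived from integrated fluorescence ratio over the kinetic read; more negative B-score means stronger inhibition of depolarization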
ANO1 activ – activates or potentiates the mouse TMEM16A chloride channel. Q8BHY3. HEK293 TMEM16A/YFP-H148Q/I152L, iodide quench fluorescence; active compounds read low. B-score at 10 µM. 340,000 tested, 0.3% active;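 active means fluorescence-ratio B-score plate-corrected deviation score at least 3 library SD below zero, with starting fluorescence score within 5 deviations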;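 further: channel opened by trigger with iodide after compound preincubation; score built on the fluorescence ratio of max minus min over baseline; more negative score means more quench and so TMEM16A activation or potentiation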
MrgX1 PAM – human MrgX1 positive allosteric modulation, primary screen. Q96LB2. MrgX1-HEK293, Fluo-4 calcium flux, FDSS; active compounds read high. B-score at 10 µM. 310,000 tested, 0.63% active. AID 588675;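 active means plate-corrected calcium response at least 3 library SD above typical, normal starting fluorescence, not activating the receptor alone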;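 further: compound read alongside a low EC10 to EC30 dose of BAM8-22 agonist; peak minus trough fluorescence over baseline measured at the second addition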
Active calls of the source: *; i = inactive; ? = inconclusive; . = not tested or not shown.

SMILES	TRPC4 agonist	TRPC6 activator	MrgX1 antagonist	MrgX1 agonist	TMEM16A inh	SKKanGAS inh	TRPC4 block	TRPC4 potent	TRPC6 inh	ANO1 activ	MrgX1 PAM
Clc1ccc(COc2ccccn2)cc1Cl	i	i	i	i	i	-1	i	i	i	i	i
NC(=O)c1cccnc1Nc1cccc([N+](=O)[O-])c1	i	i	i	i	i	3	i	i	i	i	i
Cc1nc(-c2ccc(Cl)cc2)sc1C1(C)CC(c2ccccc2)=NO1 (centres undefined)	i	i	i	i	i	12	i	i	i	i	i
CCCn1c(=O)n(C)c(=O)c2c(SCC(=O)NCC(c3ccccc3)N(C)C)nc(CC(C)C)nc21 (centres undefined)	i	i	i	i	i	-9	i	i	i	i	i
CCCn1c(SCC(=O)N2CCc3ccccc3C2)nc2c1c(=O)n(C)c(=O)n2C	i	i	i	i	i	5	i	i	i	i	i
CCOC(=O)C1CCCN(C(=O)c2ccccc2Oc2ccccc2)C1 (centres undefined)	i	i	i	i	i	-9	i	i	i	i	i
O=C(Nc1ccccc1)NC1CCCCC1	i	i	i	i	i	0	i	i	i	i	i
CCOc1ccc(C2C(C(C)=O)=C(O)C(=O)N2CCc2c[nH]c3ccccc23)cc1 (centres undefined)	i	i	i	i	i	7	i	i	i	i	i
CCN(CC)c1nc(-c2ccccc2)nc2c1sc(=S)n2CC	i	i	i	i	i	8	i	i	i	i	i
C/C(=N/NC(N)=S)c1cc2ccc(O)cc2oc1=O	i	i	i	i	i	-7	i	i	i	i	i
NC(=O)c1nsc(C(=O)N(CC(=O)NC2CCCCC2)c2cccc(F)c2)c1N	i	i	i	i	i	12	i	i	i	i	i
Cc1cc(C)cc(NC(=O)CCNS(=O)(=O)c2cc(Br)cnc2N)c1	i	i	i	i	i	2	i	i	i	i	i
O=C(COc1ccccc1[N+](=O)[O-])N/N=C/c1ccccn1	i	i	i	i	i	6	i	i	i	i	i
Oc1ccc(/C=N/n2cnn(Cc3ccccc3Cl)c2=S)c(O)c1	i	i	i	i	i	4	i	i	i	i	i
CN(C)c1nc(OCc2ccccc2)c2ncc(=O)[nH]c2n1	i	i	i	i	i	-8	i	i	i	i	i
Clc1ccccc1OCc1nc(-c2ccccn2)no1	i	i	i	i	i	-3	i	i	i	i	i
COC(=O)c1cccc(NC(=S)Nc2cccc(Cl)c2Cl)c1	i	i	i	i	i	6	-6*	i	i	i	i
CCOc1ccccc1N1CCN(C(=O)c2c(C)noc2C)CC1	i	i	i	i	i	-10	i	i	i	i	i
CCOc1ccc(CC(=O)C2C(=O)CCCC2=O)cc1OCC	i	i	i	i	i	5	i	i	i	i	i
CCCCNC(=O)CSc1nc2ccc(NC(=O)CSc3nnc(N)s3)cc2s1	i	i	i	i	i	-1	i	i	i	i	i
CN(C)S(=O)(=O)c1ccc(N2CCCC2)c(C(=O)NNC(=O)COc2ccccc2Cl)c1	i	i	i	i	i	0	i	i	i	i	i
Cc1cc(NC(=O)COc2ccccc2)n(-c2ccccc2)n1	i	i	i	i	i	2	i	i	i	i	i
COc1ccc(C2C3C(=O)N(Cc4ccccc4)C(=O)C3ON2c2ccccc2)c(OC)c1OC (centres undefined)	.	.	i	i	i	.	.	.	.	i	i
Oc1cc(-n2cccn2)c(O)cc1-n1cccn1	i	i	i	i	i	0	i	i	i	i	i
Cc1cc(C)cc(N(CC(=O)N/N=C/c2ccncc2)S(=O)(=O)c2ccccc2)c1	i	i	i	i	i	-4	i	i	i	i	i
COc1ccc(C(=O)Nc2ccc(S(=O)(=O)N3CCCCC3)cc2)cc1	i	i	i	i	i	-1	i	i	i	i	i
CCn1c(SCC(=O)N/N=C/c2ccc(O)c(OC)c2)nc2ccccc21	i	i	i	i	i	-15	i	i	i	i	i
N#CC1=C(N)Oc2n[nH]c(-c3cccnc3)c2C1c1cc(F)ccc1F (centres undefined)	i	i	i	i	i	0	i	i	i	i	i
Cc1c(Cl)cccc1NC(=S)NCCN1CCOCC1	i	i	i	i	i	0	i	i	i	i	i
CCN(CC)S(=O)(=O)c1cc(NC(=O)COC(=O)CCC(=O)c2ccc(F)cc2)ccc1C	i	i	i	i	i	-9	i	i	i	i	i
CC(C)(C)c1csc(NC(=O)Cc2cccs2)n1	i	i	i	i	i	9	i	69*	i	i	i
COc1ccc2[nH]cc(CCN3C(=O)c4ccc(C(=O)O)cc4C3=O)c2c1	i	i	i	i	i	5	i	i	i	i	i
COc1cc([N+](=O)[O-])cc(/C=N/NC(=O)CSc2ccccn2)c1O	i	i	i	i	i	-6	i	i	i	i	i
Cc1nc2sccn2c1P(c1c(C)nc2sccn12)c1c(C)nc2sccn12	i	i	i	i	i	0	i	i	i	i	i
CCn1cc(C(=O)OCC(=O)c2ccccc2)c(=O)c2ccc(C)nc21	i	i	.	.	.	24	i	i	i	i	.
O=C(COC(=O)C1CC2C=CC1C2)NCc1ccco1 (centres undefined)	i	i	i	i	i	1	i	i	i	i	i
COc1ccccc1NC(=S)N1CCC(NC(=O)NC23CC4CC(CC(C4)C2)C3)CC1	i	i	i	i	i	8	i	i	i	i	i
CCOc1cc(C(=S)N2CCCC2)ccc1OC(=O)Cc1ccc(F)cc1	i	i	i	i	i	0	i	i	i	i	i
COc1cc(C)ccc1OCCOc1c(Cl)cc(Cl)cc1Cl	i	i	i	i	i	-5	i	i	i	i	i
CC(C)CNC(=O)c1ccccc1-c1ccccc1C(=O)O	i	i	i	i	i	-6	i	i	i	i	i
COc1ccc([N+](=O)[O-])cc1NC(=O)CCN1CCN(C)CC1	i	i	i	i	i	-3	i	i	i	i	i
CN(C)/C=C/C(=O)c1ccc(N2CCN(c3ncc(C(F)(F)F)cc3Cl)CC2)cc1	i	i	i	i	i	16	i	i	i	i	i
CCCCOc1ccc(C(=O)Oc2cccnc2)cc1	i	i	i	i	i	8	i	i	i	i	i
COc1ccc2c(CC(=O)OCC(=O)c3ccccc3OC)coc2c1	i	i	i	i	i	-11	i	i	i	i	i
O=C(COc1ccccc1)Nc1cccc(-c2nc3ccccc3[nH]2)c1	i	i	i	i	i	?	i	i	i	i	i
C/C(NCC(C)(C)CN(C)C)=C(/C#N)C(=O)NCc1ccccc1	i	i	i	i	i	-2	i	i	i	i	i
CCN(CC)CC#CCC(O)(c1ccccc1)C1CCCC1 (centres undefined)	i	i	-8.7*	i	i	-6	i	i	-6.5*	i	i
CCOC(=O)c1ccc(Oc2coc3cc(O)ccc3c2=O)cc1	i	i	i	i	i	0	i	i	i	i	i
Cc1cc(Cl)ccc1Oc1ccccc1C(=O)CC#N	i	i	i	i	i	1	i	i	i	i	i
CSc1nc(-c2ccccc2)nn1C(=O)c1ccc(C)cc1	i	i	i	i	i	0	i	i	i	i	i

Continued:
SMILES	TRPC4 agonist	TRPC6 activator	MrgX1 antagonist	MrgX1 agonist	TMEM16A inh	SKKanGAS inh	TRPC4 block	TRPC4 potent	TRPC6 inh	ANO1 activ	MrgX1 PAM
O=C(O/N=C(\c1ccccc1)c1ccncc1)c1ccccc1F	i	i	i	i	i	-6	i	i	i	i	i
CCNC(=O)CN1C(=O)NC2(CCOc3ccccc32)C1=O (centres undefined)	i	i	i	i	i	2	i	i	i	i	i
Cc1ccccc1C(=O)NNC(=O)/C=C\C(=O)O	i	i	i	i	i	-6	i	i	i	i	i
O=c1c(-c2ccco2)[n+]([O-])c2ccccc2n1OCc1ccccc1F	i	i	i	i	i	-14	i	i	i	i	i
COc1cccc(NS(=O)(=O)c2csc(C(N)=O)c2)c1	i	i	i	i	i	-4	i	i	i	i	i
Cc1cccc2cc(C#N)c(NCCNC(=S)NCCCN3CCOCC3)nc12	i	i	i	i	i	-1	i	i	i	i	i
O=C(O)c1cc(S(=O)(=O)N2CCN(C(=O)c3ccco3)CC2)c(Cl)cc1Cl	i	i	i	i	i	-2	i	i	i	i	i
CCOC(=O)N1CCN(S(=O)(=O)c2ccc(C)cc2)C1c1ccccc1 (centres undefined)	i	i	i	i	i	-1	i	i	i	i	i
O=C(O)c1cc(S(=O)(=O)N2CCOCC2)ccc1N1CCOCC1	i	i	i	i	i	-8	i	i	i	i	i
Cc1ccc(S(=O)(=O)Nc2cc(C)nn2-c2ccccc2)cc1	i	i	i	i	i	13	i	i	i	i	i
Cc1nc(SCC#N)c2c(C)c(C)sc2n1	i	i	i	i	i	-2	i	i	i	i	i
COc1cc(/C=N/n2cnnc2)ccc1OS(=O)(=O)c1ccccc1[N+](=O)[O-]	i	i	-6.6*	i	i	0	i	i	i	i	i
CN(CCO)CC(O)CN(c1ccccc1)c1ccccc1 (centres undefined)	i	i	i	i	i	1	i	i	i	i	i
COC(=O)c1nc2n(n1)C(c1ccccc1OC)C1=C(CCCC1=O)N2 (centres undefined)	i	i	i	i	i	2	i	i	i	i	i
C/C(CC(C)C)=N/Nc1ccc([N+](=O)[O-])cc1[N+](=O)[O-]	i	i	i	i	i	4	i	i	i	i	i
COc1cc(NC(=O)C2CCC(CNc3c(N4CCC(C)CC4)c(=O)c3=O)CC2)cc(OC)c1 (centres undefined)	i	i	i	i	i	5	i	i	i	i	i
Clc1ccc(-c2noc3c2-c2nc(Cc4cccc5ccccc45)sc2CC3)cc1	i	i	i	i	i	3	i	i	i	i	i
CCOC(=O)C(NCCCO)c1ccccc1 (centres undefined)	i	i	i	i	i	1	i	i	i	i	i
COc1ccc(N(CC(=O)NCCC2=CCCCC2)S(=O)(=O)c2ccc(C)cc2)cc1OC	i	i	i	i	i	9	i	i	i	i	i
COc1ccccc1N1CCN(C2CCCCC2NS(=O)(=O)c2ccc(Cl)cc2)CC1 (centres undefined)	i	i	i	48*	i	-1	i	i	i	-33*	i
CC(NC(=O)[C@H](C)NC(=O)c1ccco1)c1ccc(S(N)(=O)=O)cc1 (some centres undefined)	i	i	i	i	i	1	i	i	i	i	i
